LMPTP inh: blocks human LMPTP phosphatase; recombinant LMPTP-A, OMFP fluorogenic substrate, fluorescence intensity; inhibition, % at 20 µM; 360,000 tested, 0.22% active; P24666;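 active means compounds that cut the enzyme signal by at least half of the control window in the single-dose screen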;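 further: plate controls were DMSO wells with enzyme plus substrate for no effect and substrate without enzyme for full effect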
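Test system: LMPTP-A phosphatase enzyme. Amount: LMPTP-A at 0.625 nM final in the reaction. Reagent: OMFP substrate, 400 µM final. Times: 50 min at room temperature. Signal: endpoint fluorescence intensity from OMFP dephosphorylation. Read-out basis: % inhibition. Benchmarks: no-enzyme and uninhibited controls.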
DNMT1 inh: inhibitors of human DNMT1; AID 588458; P26358; DNMT1 molecular beacon, Hinp1I cleavage, fluorescence; 360,000 tested, 0.83% active; inhibition (reported as % activation of signal), % at 10 µM; in the data active means inhibition above about 50%
SUMO1 PPI mod: modulators of human SUMO1-mediated protein-protein interactions; 360,000 tested, 0.33% active; SUMO1 binding to a labelled peptide, TR-FRET, 1 h; inhibition, % at 20 µM; AID 602429; P63165; in the data active means inhibition above about 37%
STEP inh: inhibitors of human striatal-enriched phosphatase STEP. inhibition, % at 20 µM. recombinant STEP, OMFP fluorogenic substrate, fluorescence. 360,000 tested, 0.25% active. AID 588621. P54829;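 active means inhibition at 20 µM, scaled per plate between control wells, above about 37%, limit read from the data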;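 further: 0% = DMSO with enzyme and substrate and 100% = substrate only without enzyme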
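material = STEP tyrosine phosphatase | reagent = fluorogenic phosphatase substrate OMFP at 25 µM final | doses = single compound dose of 20 µM, 1% DMSO final | schedule = 20 min reaction, room temperature, in the dark | measured by = fluorescence, 480/540 nm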
Neddylation inh: inhibitors of human cullin neddylation. P61081+Q13564. TR-FRET cullin neddylation, biochemical. calls only at 25 µM. 360,000 tested, 0.58% active. AID 651699; in the data active means inhibition above about 36%
Rpn11 block: inhibitors of human proteasome Rpn11; O00487; calls only at 20 µM; 360,000 tested, 0.59% active; human 26S proteasome, Ub4-pepOG fluorescence polarization; 20S core pre-blocked with epoxomicin;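 active means inhibition at 20 µM, scaled to each plate's controls, above about 33%, limit read from the data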
Scp-1 inhibitor: inhibitors of human Scp-1 phosphatase; Recombinant Scp1, phosphopeptide, malachite green phosphate absorbance; inhibition, % at 20 µM; 340,000 tested, 0.88% active;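 active means inhibition above about 50% at 20 µM, limit read from the data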;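 further: plate controls were DMSO wells with enzyme for no effect and wells lacking enzyme for full effect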
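System: truncated SCP-1 phosphatase (76-261aa); medium: Tris acetate buffer pH 5.5 with MgCl2 and Tween-20; incubation: 45 min room-temperature reaction, 5 min colour, 30 min stabiliser; compound: single 20 µM dose, 1% DMSO; reagent: Phosphorylated 17-residue peptide substrate; read-out: % inhibition at 20 µM; technique: colorimetric free-phosphate detection, absorbance 630 nm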
NadD block: blocks S. aureus nicotinate mononucleotide adenylyltransferase; purified NadD enzyme, colorimetric absorbance read-out; inhibition, % at 20 µM; 360,000 tested, 0.78% active; in the data active means inhibition above about 26%; further: some compounds past the cut are filed as inactive
Rin1-Abl PPI inh: blocks binding of human Rin1 to Abl; TR-FRET Rin1/Abl binding, biochemical; inhibition, % at 7.35 µM; 360,000 tested, 0.4% active; AID 588664; in the data active means inhibition above about 5%, passing the limit was not always enough
Target sequence (P00519 whole entry, looked up): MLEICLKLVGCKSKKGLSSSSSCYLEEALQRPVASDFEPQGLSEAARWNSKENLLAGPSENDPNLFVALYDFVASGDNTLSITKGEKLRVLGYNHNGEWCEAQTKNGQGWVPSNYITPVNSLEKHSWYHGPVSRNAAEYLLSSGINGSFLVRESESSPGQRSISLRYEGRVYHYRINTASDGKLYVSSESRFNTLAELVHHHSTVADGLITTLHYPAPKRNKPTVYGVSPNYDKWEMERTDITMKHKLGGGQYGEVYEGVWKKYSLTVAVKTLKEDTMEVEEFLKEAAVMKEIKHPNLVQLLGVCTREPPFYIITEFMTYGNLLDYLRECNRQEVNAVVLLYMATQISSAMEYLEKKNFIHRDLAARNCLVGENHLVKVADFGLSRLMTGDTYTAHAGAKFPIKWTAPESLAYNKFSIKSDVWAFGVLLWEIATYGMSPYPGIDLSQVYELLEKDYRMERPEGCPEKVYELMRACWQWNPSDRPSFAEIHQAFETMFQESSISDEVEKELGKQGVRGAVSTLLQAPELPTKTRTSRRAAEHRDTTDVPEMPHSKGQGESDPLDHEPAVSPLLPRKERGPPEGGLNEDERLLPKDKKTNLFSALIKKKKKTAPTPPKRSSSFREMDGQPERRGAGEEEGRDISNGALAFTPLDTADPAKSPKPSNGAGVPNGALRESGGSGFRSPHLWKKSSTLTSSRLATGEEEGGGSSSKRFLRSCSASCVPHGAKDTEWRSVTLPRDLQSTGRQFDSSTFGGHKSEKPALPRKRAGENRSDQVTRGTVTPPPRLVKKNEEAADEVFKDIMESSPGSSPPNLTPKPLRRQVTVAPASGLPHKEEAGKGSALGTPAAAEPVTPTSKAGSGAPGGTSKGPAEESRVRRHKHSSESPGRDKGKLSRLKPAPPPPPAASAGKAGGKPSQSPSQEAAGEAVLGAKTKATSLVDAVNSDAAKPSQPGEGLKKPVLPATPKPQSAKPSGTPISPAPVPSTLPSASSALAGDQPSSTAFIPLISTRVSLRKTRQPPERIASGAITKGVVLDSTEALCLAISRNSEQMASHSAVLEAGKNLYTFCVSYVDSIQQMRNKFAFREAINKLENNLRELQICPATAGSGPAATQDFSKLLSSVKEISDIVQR
Target sequence (Q13671 whole entry, looked up): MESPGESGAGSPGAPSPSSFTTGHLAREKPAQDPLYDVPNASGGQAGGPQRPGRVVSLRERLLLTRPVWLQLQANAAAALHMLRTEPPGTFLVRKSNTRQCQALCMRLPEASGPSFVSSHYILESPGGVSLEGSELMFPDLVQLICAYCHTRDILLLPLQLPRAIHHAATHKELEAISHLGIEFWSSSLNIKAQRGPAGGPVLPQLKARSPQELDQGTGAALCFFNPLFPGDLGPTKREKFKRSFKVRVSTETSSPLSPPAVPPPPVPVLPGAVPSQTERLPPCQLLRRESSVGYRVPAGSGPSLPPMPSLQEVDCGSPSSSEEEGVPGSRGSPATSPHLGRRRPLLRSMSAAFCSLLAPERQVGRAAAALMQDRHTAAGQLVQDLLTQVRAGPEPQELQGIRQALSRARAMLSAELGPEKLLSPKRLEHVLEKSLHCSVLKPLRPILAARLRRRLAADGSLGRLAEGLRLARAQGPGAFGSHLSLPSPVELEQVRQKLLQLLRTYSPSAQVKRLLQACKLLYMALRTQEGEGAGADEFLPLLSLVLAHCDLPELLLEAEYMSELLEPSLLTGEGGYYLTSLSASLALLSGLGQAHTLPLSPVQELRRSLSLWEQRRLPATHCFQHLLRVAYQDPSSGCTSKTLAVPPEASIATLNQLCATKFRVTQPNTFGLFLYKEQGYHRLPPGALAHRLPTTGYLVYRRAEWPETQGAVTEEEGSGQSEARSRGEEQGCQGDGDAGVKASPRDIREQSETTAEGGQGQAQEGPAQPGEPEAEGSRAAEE
CSN inh: blocks human CSN-mediated cullin deneddylation. Purified CSN, SCF-Nedd8-OG deneddylation, fluorescence polarization. inhibition, % at 12.5 µM. 360,000 tested, 0.38% active. AID 651999;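 active means pattern-corrected inhibition above about 35%, with an unprinted fluorescence ratio check between 0.5 and 1.5, limit read from the data, passing the limit was not always enough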;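 further: 0% = enzyme with substrate and 100% = substrate without enzyme; some results filed as inactive read as strong as hits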
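Test system: Human Csn5 produced in HEK293T cells | Compound: 12.5 µM single point | Times: 90 min, room temperature | Signal: Fluorescence polarization readout | Read-out basis: % inhibition of substrate cleavage by Csn5 | Controls: no-enzyme wells high, enzyme-with-substrate wells low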
Active calls of the source: *; i = inactive; / = no result given; + = active, no number.

CSN inh,Neddylation inh,STEP inh,Rpn11 block,smiles,Scp-1 inhibitor,Rin1-Abl PPI inh,NadD block,DNMT1 inh,LMPTP inh,SUMO1 PPI mod
-1,i,0,i,CCCSc1nc(O)c(C2OC(=O)c3c2ccc(OC)c3OC)c(=O)n1-c1ccccc1 (stereo not drawn),-12,0,3,1,-2.0,3
1,i,1,i,COCC(C)NC(=O)COc1ccc(Cl)cc1Cl (stereo not drawn),-1,-2,-3,1,-0.1,-2
-3,i,-12,i,Cc1c(C(=O)Nc2ccccc2-c2ccccc2)cccc1[N+](=O)[O-],-8,-3,-6,6,-0.3,-7
4,/,2,i,Cc1ccc(CSc2nc3c(c(=O)[nH]2)C(c2ccncc2)C2=C(CCCC2=O)N3)cc1 (stereo not drawn),0,-1,22,0,1.0,11
1,i,0,i,CC(=O)c1nn(-c2cccc(Cl)c2)cc1C(=O)c1ccco1,1,-2,-5,-1,-0.9,0
2,i,3,i,CCCCNc1nnc(SCC(=O)N2CCN(S(=O)(=O)c3ccc4ccccc4c3)CC2)s1,5,2,6,-6,1.6,2
-15,i,1,i,O=C(CN1C(=O)CCC1=O)Nc1nc(-c2ccc(Oc3ccccc3)cc2)cs1,-9,0,-5,-15,1.2,-2
-1,i,-1,i,O=C(OCC(O)CO)c1ccccc1Nc1ccnc2cc(Cl)ccc12 (stereo not drawn),-4,-1,0,4,-0.2,-19
-1,i,-3,i,CN1CCN(S(=O)(=O)c2ccccc2)C(c2ccccc2)C1 (stereo not drawn),-6,2,3,1,-1.5,2
-1,i,-1,i,Cc1cccc(N2C(=N)SCC2=O)c1C,-8,-1,1,3,0.7,3
-1,i,-1,i,COc1ccc(Cn2ccnc2)cc1[N+](=O)[O-],-1,-2,-9,1,-0.3,-4
-3,i,-2,i,COc1cc2c(C(F)(F)F)c(-c3ccc(C#N)cc3)oc(=O)c2cc1OC,-3,1,-7,10,-2.0,-4
-3,i,6,i,Cc1c(C(=O)N2CCc3ccccc32)oc2c1C(=O)CC(C)(C)C2,-5,1,0,-2,1.1,-3
2,/,4,i,Cn1c(-c2ccccc2)c(/C=N/NC(=O)c2ccc(O)cc2)c2ccccc21,-3,-3,1,-9,3.7,4
-10,i,2,i,CCC(=O)NC1(Cc2ccc(O)cc2)CCCCC1,-11,2,-4,-2,-0.7,10
-6,i,-1,i,CCOc1cc(C(=O)Nn2cnnc2)cc(OCC)c1OCC,-6,3,1,1,-0.3,-3
-2,i,1,i,COc1ccc(CN(C)C(=O)Cn2ccc(N)nc2=O)cc1OC,-4,0,0,89*,-1.2,-4
4,i,-2,i,Cc1cc(S(=O)(=O)N2CCOCC2)ccc1OCC(=O)Nc1ccccc1C(F)(F)F,-5,2,-4,2,-2.0,3
4,i,-2,i,CC(=O)Nc1cccc(-c2cc(NC(C)=O)c3ncc(-c4cccc(C(C)=O)c4)n3c2)c1,/,0,-8,-2,1.8,-20
2,i,2,i,O=C(CSc1nncs1)Nc1cc(S(=O)(=O)N2CCOCC2)ccc1N1CCCC1,0,0,-4,-2,-0.8,3
-2,i,-1,i,CCN(c1ccccc1)S(=O)(=O)c1ccc(C(=O)Nc2cc(C)ccn2)cc1,-2,3,-6,-1,0.8,9
0,i,2,i,Cc1ccc2c(c1)[C@@H]1[C@H](CO2)[C@H](c2ccccc2)[C@@]2(C)C(=O)N[C@H](C)C(=O)N12,-3,2,0,-2,-1.2,4
0,i,/,/,O=C(N[C@@H]1CC[C@@H](CCNC(=O)C2CCOCC2)O[C@@H]1CO)c1ccncc1,/,/,/,/,-2.3,0
-5,/,-1,i,CN(C)/C=N/c1nc2nccc(-c3cccc(Cl)c3)n2n1,-9,3,1,2,0.0,0
6,i,-3,i,Cc1noc(C)c1S(=O)(=O)N1CCCC(C(=O)NCC2CCCO2)C1 (stereo not drawn),8,0,-3,-2,-0.5,-2
0,i,1,i,CN1C(=O)CON=C1c1cccc2ccccc12,/,1,5,0,-0.5,-3
0,i,-1,i,COC(=O)c1ccc(C(=O)N2CCCC(C)(C(=O)NS(=O)(=O)C3CC3)C2)cc1 (stereo not drawn),/,-2,-4,1,-1.9,-2
1,i,0,i,O=C(Nc1ccc(Br)cc1F)c1ccncc1,-3,2,-2,3,0.4,1
-1,i,1,i,C=CCN(c1ccccc1OC)S(=O)(=O)c1cccc(C(=O)NCc2ccco2)c1,-2,2,0,1,-1.7,3
0,i,0,i,O=C1c2ccccc2C(=O)N1C(CO)C(O)c1ccc([N+](=O)[O-])cc1 (stereo not drawn),-4,3,2,-2,-1.1,-21
-1,i,-2,i,COc1ccc(C(=O)N(c2ccccc2)c2nccc3ccccc23)cc1OC,4,-4,0,3,-2.0,0
2,i,-1,i,COc1ccc(S(=O)(=O)N2CCN(CC(=O)Nc3c(C)n[nH]c3C)CC2)cc1OC,5,3,0,1,-0.8,0
-12,i,1,i,O=S(=O)(c1cccc2nonc12)N1CCN(c2ccccc2F)CC1,-3,1,-2,-3,-0.3,-22
-1,i,1,i,Fc1cccc(-c2csc(-c3ccno3)n2)c1,-15,-1,-3,-4,1.5,-8
0,i,2,i,Cc1ccc(C(=O)N2CCN(C(=O)N3CCOCC3)CC2)cc1,-9,0,2,4,-1.0,3
4,i,3,i,CCC1(CC)NC(=O)N(CC(=O)N2N=C(c3ccc(Cl)cc3)CC2c2ccco2)C1=O (stereo not drawn),-3,2,4,-8,1.2,-4
1,i,/,/,COC(=O)[C@@]12C[C@@H](CC(=O)NCc3cccc4ccccc34)C(=O)N(CCc3ccc(OC)c(OC)c3)C1=CCC(C)(C)C2,/,/,/,/,7.5,0
3,i,7,i,CC(NS(=O)(=O)c1ccccc1)C(=O)NCc1ccco1 (stereo not drawn),7,-1,2,38,0.6,-1
2,i,3,i,CCOC(=O)CCc1c(C)nc2c(c(C)nn2-c2ccc(C)cc2)c1C,-4,2,1,-2,1.2,-4
3,/,0,i,N#C/C(=C\c1cn(Cc2ccc(F)cc2)c2ccccc12)C(=O)NCc1ccco1,-8,0,1,19,1.2,0
0,i,2,i,COc1ccc(S(=O)(=O)N2CCCC2C(=O)n2nc(C)cc2C)cc1 (stereo not drawn),4,2,-7,-2,-1.6,12
2,i,0,i,O=C(CNCc1ccccc1)Nc1ccc(Cl)cc1,-1,2,0,-1,-0.5,-2
-2,i,0,+,O=[N+]([O-])c1ccc(Sc2cccc3cccnc23)c([N+](=O)[O-])c1,2,1,3,-15,0.8,-22
5,i,-1,i,COc1cccc(CC(=O)NNC(=O)CN(C)S(=O)(=O)c2ccc(C)cc2)c1,-2,0,5,5,-1.3,-1
3,i,-2,i,CCc1nnc(NC(=O)CN2CCN(Cc3cccc(OC)c3)CC2)s1,6,0,-6,-1,-3.2,0
-2,i,0,i,CC1(C(=O)NC2CCCCC2)CCC(=O)N1Cc1ccc2c(c1)OCO2 (stereo not drawn),-10,-1,-7,1,0.2,-3
-2,i,0,i,O=C(NCCc1ccccn1)c1cc(C(=O)C2CCCCC2)c[nH]1,-15,-1,-1,3,-0.8,1
3,i,-2,i,COc1ccc(NC(=O)COc2cccc3c2CCN(C)C3=O)c(OC)c1,-5,-4,-3,-2,-1.0,14
0,i,1,i,COc1ccc(NS(=O)(=O)c2cc(NC(=O)c3ccccc3F)ccc2N2CCCC2)cc1,-6,-1,-2,-8,3.2,-9
2,i,1,i,CCOC(=O)c1nc2ccccc2c(C)c1C,-3,0,0,-2,-1.0,-6
0,i,0,i,CC1CCCCC12NC(=O)N(CC(=O)N1CCc3ccccc31)C2=O (stereo not drawn),-5,-1,0,-8,-0.2,4
2,i,-2,i,O=C(C[n+]1ccc(-c2ccccc2)cc1)Nc1ccc([N+](=O)[O-])cc1,-8,0,-2,1,2.7,-38
5,i,-3,i,Cc1ccc(CS(=O)(=O)c2ccc(C(=O)N3CCN(c4ccccn4)CC3)cc2[N+](=O)[O-])cc1,2,3,2,-1,3.0,-17
-4,i,-1,i,COc1ccccc1CN1CC(C(=O)NCCc2ccc(C)o2)CCC1=O (stereo not drawn),-9,-1,0,1,-0.2,8
1,i,-1,i,CCCCn1c(N)c(N(CCC(C)C)C(=O)C2=NN(c3cc(C)ccc3C)C(=O)CC2)c(=O)[nH]c1=O,-3,-1,5,2,-1.0,2
1,i,-5,i,CC(Sc1cccc(C(F)(F)F)c1)C(=O)NC(N)=O (stereo not drawn),-3,0,-7,-1,-0.3,9
-2,i,4,i,CCOC(=O)CCCSc1nc2sc(C)c(C)c2c(=O)[nH]1,-6,-4,1,1,0.9,7
-5,i,3,i,COc1cccc2sc3ccc(NCc4ccc5c(c4)OCO5)cc3c(=O)c12,21,-3,6,-7,5.9,3
12,i,3,i,Oc1ccc(-c2csc(Nc3cccc4ccccc34)n2)cc1O,11,4,21,18,62*,17
1,i,0,i,C/C(=N\NC(=O)c1nnn(-c2nonc2N)c1-c1ccc2c(c1)OCO2)c1cccs1,-5,4,11,6,-1.2,3

One compound at a time, as listed above:
Listed for Cc1ccc(C(=O)N2CCN(C(=O)N3CCOCC3)CC2)cc1 → CSN inh = 0; Neddylation inh = i; STEP inh = 2; Rpn11 block = i; Scp-1 inhibitor = -9; Rin1-Abl PPI inh = 0; NadD block = 2; DNMT1 inh = 4; LMPTP inh = -1.0; SUMO1 PPI mod = 3
Listed for CCC1(CC)NC(=O)N(CC(=O)N2N=C(c3ccc(Cl)cc3)CC2c2ccco2)C1=O (stereo not drawn) → CSN inh = 4; Neddylation inh = i; STEP inh = 3; Rpn11 block = i; Scp-1 inhibitor = -3; Rin1-Abl PPI inh = 2; NadD block = 4; DNMT1 inh = -8; LMPTP inh = 1.2; SUMO1 PPI mod = -4
Listed for COc1cccc(CC(=O)NNC(=O)CN(C)S(=O)(=O)c2ccc(C)cc2)c1 → CSN inh = 5; Neddylation inh = i; STEP inh = -1; Rpn11 block = i; Scp-1 inhibitor = -2; Rin1-Abl PPI inh = 0; NadD block = 5; DNMT1 inh = 5; LMPTP inh = -1.3; SUMO1 PPI mod = -1

Continued:
CSN inh,Neddylation inh,STEP inh,Rpn11 block,smiles,Scp-1 inhibitor,Rin1-Abl PPI inh,NadD block,DNMT1 inh,LMPTP inh,SUMO1 PPI mod
-1,i,2,i,COc1ccc(CN2CCCCCC2)cc1Br,-3,2,-1,4,-1.1,-3
5,i,-4,i,O=C(CSc1nnc(C2CCCCC2)n1-c1ccccc1)NCc1ccco1,4,-1,7,6,-1.0,-2
3,i,3,i,CC(=O)Nc1ccc(C2=NNC(=Nc3ccc(S(=O)(=O)N4CCOCC4)cc3)SC2)cc1,-6,1,5,-22,-0.9,-1
2,i,1,i,COc1ccc2cc(S(=O)(=O)NC3CC(C)(C)NC(C)(C)C3)ccc2c1,5,-2,-10,3,-1.6,-4
